NCI-60 one-dose screen, 48 h, at 10 µM unless noted. Numbers give growth in % (100 = growth as untreated, 0 = no growth, -100 = all killed).
TK-10: TK-10 renal cancer cells | 3.9% of 81,000 active | AID 1794769
OVCAR-4: OVCAR-4 ovarian cancer cells | 3.7% of 80,000 active
786-0: 786-0 renal cancer cells; 5.1% of 81,000 active; AID 1794775
UO-31: UO-31 renal cancer. 5.2% of 81,000 active
SK-OV-3: SK-OV-3 ovarian cancer cells. AID 1794785. 3.2% of 80,000 active
OVCAR-5: OVCAR-5 ovarian cancer; 2.9% of 82,000 active
IGROV1: IGROV1 ovarian cancer | 4.7% of 79,000 active | AID 1794786
SN12C: SN12C renal cancer cells. 3.8% of 81,000 active. AID 1794767
Numbers without * were called inactive; . = not tested or not shown; & = joins results of further samples. How the source made its calls: active means growth percent below 10; inactive means the rest.

#1 COc1ccc(C(=O)Oc2ccc(C=O)cc2OC)cc1
#2 Cc1cc(Cl)ccc1N=Cc1ccc(OCc2ccccc2)cc1
#3 CCCCCCCCN(CCCCCCCC)CC(O)c1ccc(I)cc1 (stereo not given)
#4 O=Cc1c[nH]c2ccc(-c3csc4ccccc34)cc12
#5 O=C1c2cc(I)ccc2Oc2cc([N+](=O)[O-])ccc2N1c1ccc(Cl)cc1F
#6 CC1=CC(O)CC(C)(C)C1 (stereo not given)
#7 CCCCNc1ccncc1CO
#8 CCCCCCCCCCCCCCCC(=O)OCc1cc(=O)c(O)co1

screen / no.	1	2	3	4	5	6	7	8
TK-10	104	103	116	61	120	102	81	105
OVCAR-4	101	114	89	94	79	103	108	102
786-0	93	87	87	58	98	101	99	101
UO-31	91	52	60	43	64	94	88	95
SK-OV-3	104	111	102	49	96	107	105	134
OVCAR-5	103	106	94	86	90	104	106	108
IGROV1	102	92	85	21	72	109	102	102
SN12C	92	80	84	75	91	104	107	99

#9 COc1ccc(C(=O)CCC(=O)O)c2c(OC)cccc12
#10 COc1ccc2c(c1)oc1c(C)c3c(c(C)c12)C(=O)N(NCCO)C3=O
#11 CCCCC/C=C/C(=O)CCc1ccc(O)c(OC)c1
#12 Cc1ccc(C)n1CCCCCCn1c(C)ccc1C
#13 Cc1ccnc(NC(c2ccccc2)c2ccc3cccnc3c2O)c1 (stereo not given)
#14 CSCCC1NC(=O)C(C(C)=Nc2ccccc2)=C1O (stereo not given)
#15 CN(C)NCC(O)COc1ccc(Cl)cc1 (stereo not given)
#16 CCCSc1nc(Oc2ccc(/C=C3/SC(=O)NC3=O)cc2)c(C#N)c(-c2ccc(F)cc2)n1

screen / no.	9	10	11	12	13	14	15	16
TK-10	100	106	110	107	58	133	105	112
OVCAR-4	97	110	.	.	21	100	100	89
786-0	99	96	91	101	34	99	99	99
UO-31	87	83	37	80	15	93	74	72
SK-OV-3	104	110	87	110	58	101	87	113
OVCAR-5	105	118	127	85	70	120	106	99
IGROV1	99	99	.	100	36	103	86	106
SN12C	98	92	81	90	39	101	104	88

#17 O=C(Oc1cccc(OC(=O)c2ccccc2)c1)c1ccccc1
#18 CC(C)N(c1ccc(Cl)cc1)c1nc(-c2ccc(Br)cc2)cs1
#19 O=C(O)CCCC(=O)Nc1ccc(NC(=O)Nc2ccc(Cl)c(C(F)(F)F)c2)cc1
#20 Nc1nc(CSCC(=O)N2CCCCC2)nc(Nc2ccccc2F)n1
#21 CCOC(=O)CSc1nc(-c2cc3ccccc3o2)cc(-c2ccc(Cl)cc2)c1C#N
#22 O=C(/C=C/Nc1ccc(S(=O)(=O)Nc2ncccn2)cc1)c1cc2cc(Br)ccc2oc1=O
#23 COc1cccc(CNc2c3ccccc3nc3ccccc23)c1OC
#24 COc1cc2c(=O)n(C)c3ccccc3c2cc1OC

screen / no.	17	18	19	20	21	22	23	24
TK-10	86&133	120	101	100	122	141	59	90
OVCAR-4	92&97	94	109	97	128	104	37	106
786-0	96&90	98	103	98	102	102	39	96
UO-31	91&50	76	96	86	69	83	25	93
SK-OV-3	97&126	105	107	103	110	112	66	114
OVCAR-5	102&93	104	99	100	97	116	43	104
IGROV1	109	81	94	96	88	110	23	110
SN12C	99&98	95	104	97	142	102	31	104

2 compounds picked at random from those above, as already listed:
#20 Nc1nc(CSCC(=O)N2CCCCC2)nc(Nc2ccccc2F)n1
#22 O=C(/C=C/Nc1ccc(S(=O)(=O)Nc2ncccn2)cc1)c1cc2cc(Br)ccc2oc1=O

screen / no.	20	22
TK-10	100	141
OVCAR-4	97	104
786-0	98	102
UO-31	86	83
SK-OV-3	103	112
OVCAR-5	100	116
IGROV1	96	110
SN12C	97	102

Other results.
#25 C/C(=C(/c1ccccc1)c1ccc(OCC(O)CNCCN2CCOCC2)cc1)c1ccccc1 (stereo not given)
#26 COc1ccc2[nH]cc(-c3nn4cc(-c5ccncc5)nc4s3)c2c1
#27 N#CC1(NC(=O)N(CCCl)N=O)CCCCC1
#28 CCCCOC(=O)N1CCCCC1CCC (stereo not given)
#29 COc1cccc(CCC(=O)O)c1OC
#30 COc1ccccc1NC(=O)C1CCC(=C2C(=O)OC(C)(C)OC2=O)N1 (stereo not given)
#31 NC(=O)Nc1cnc(Nc2ccc(N3CCOCC3)cc2)nc1Oc1ccc(C(F)(F)F)cc1
#32 COc1ccc(OC)c(C2NC(=O)N=C3C2C(N)=NN3c2ccccc2)c1 (stereo not given)

screen / no.	25	26	27	28	29	30	31	32
TK-10	74	109	106	106	94	105	103	107
OVCAR-4	70	71	101	107	108	95	103	102
786-0	98	80	112	105	107	99	91	102
UO-31	69	23	94	83	94	89	80	85
SK-OV-3	95	88	108	103	95	101	106	107
OVCAR-5	76	107	104	110	112	108	97	99
IGROV1	63	41	101	99	104	107	106	101
SN12C	76	84	97	101	105	103	92	91

#33 S=C(NCCc1ccccc1)Nc1ccc(OCc2nc3ccc(Cl)cc3[nH]2)cc1
#34 CC1=CC(=O)OC(C)(C)C1
#35 COc1cc(/C=C2/SC(=O)N(CC(=O)N3CCN(c4cc5c(cc4F)c(=O)c(C(=O)O)cn5C4CC4)CC3)C2=O)cc(OC)c1OC
#36 CCC1=C(NCc2ccccc2)COC1=O
#37 Cn1c2ccccc2c2nnc(SCCN3CCCCC3)nc21
#38 COc1cccc2occ(/C=N/NC(=S)SC)c(=O)c12
#39 Cc1ccc[n+](C(CO)c2ccccc2)c1 (stereo not given)
#40 N#CSc1cc(S(N)(=O)=O)ccc1N

screen / no.	33	34	35	36	37	38	39	40
TK-10	62	110	94	104	124	116	87	106
OVCAR-4	32	.	99	82	99	108	113	108
786-0	29	106	97	103	105	108	93	.
UO-31	14	104	87	91	72	65	92	.
SK-OV-3	77	100	.	115	.	115	78	108
OVCAR-5	31	97	99	96	106	91	105	107
IGROV1	31	121	101	103	96	92	112	106
SN12C	12	111	98	93	90	100	98	101

#41 N=C1N=C(N)CS1
#42 CN(C)c1ccc(C#Cc2c(F)cccc2F)cc1
#43 CN(C)c1ccc(/C=C(\C#N)c2cc3ccccc3[nH]2)cc1
#44 CCc1ccc(C2=C/C(=C/c3ccccc3)C(=O)N2CCc2ccc(S(N)(=O)=O)cc2)cc1
#45 COc1ccc(/C=C/C(=O)c2ccc(NC(=O)/C(=C\c3ccc(OC)cc3)Sc3nc4ccccc4c(=O)n3-c3ccccc3)cc2)cc1
#46 COc1ccc(C2N(c3ccc(Br)cc3)N=C(C(C)=O)N2[C@H]2[C@H](OC(C)=O)O[C@H](COC(C)=O)[C@@H](OC(C)=O)[C@@H]2OC(C)=O)cc1 (stereo not given in full)
#47 O=C(C=P(c1ccccc1)(c1ccccc1)c1ccccc1)c1ccc(Br)cc1
#48 CCCCCCCCCCCCCCCCNc1ccccc1

screen / no.	41	42	43	44	45	46	47	48
TK-10	131	102	49	122	108	69	95	91
OVCAR-4	100	87	56	103	95	72	95	105
786-0	103	107	33	99	106	93	98	81
UO-31	93	43	38	68	87	45	54	58
SK-OV-3	109	77	27	.	.	61	108	103
OVCAR-5	109	102	45	109	109	86	104	115
IGROV1	105	55	50	91	101	78	91	92
SN12C	100	85	29	101	99	80	97	71

#49 COC(=O)c1nc(=S)[nH]c(C(=O)OC)c1C(=O)c1ccc(C)cc1
#50 Cc1ccc(C)c(CCO)c1
#51 CN1C(=O)N2CN(CC3CC3)CN3C(=S)NC1C23 (stereo not given)
#52 COC(=O)C1CC2(C(=O)OC)CC(C(=O)OC)(CC(C(=O)OC)C2=O)C1=O (stereo not given)
#53 O=C1/C(=C/c2cc(Cl)cc(Cl)c2)Cc2c(F)cc(Br)cc21
#54 COc1ccc(-c2nc(SCC(C)C)nc(N3CCCCC3)c2C#N)cc1
#55 COc1cc(-c2cn(-c3ccc(Cl)c(Cl)c3)c(=O)n2C(C)=O)cc(OC)c1OC
#56 CN(C)C(=O)OCc1ccc2c(Cl)cc(Cl)c(O)c2n1

screen / no.	49	50	51	52	53	54	55	56
TK-10	107	100	98	110&108	118	92	94	64
OVCAR-4	116	.	111	121&107	101	99	58	21
786-0	97	97	95	103&100	103	94	57	49
UO-31	78	94	78	72&83	83	94	89	27
SK-OV-3	118	100	91	117&107	110	97	85	50
OVCAR-5	105	97	99	98&116	100	90	66	77
IGROV1	108	115	106	112&108	102	113	78	41
SN12C	95	100	89	108&99	103	100	85	37

#57 COc1ncnc2c(-c3ccccc3)cn(COCc3ccccc3)c12
#58 N#C/C(=C\c1c(Cl)cccc1Cl)c1nc2ccccc2[nH]1
#59 COc1ccc(/C=C2\Oc3cc(OCCCN4CCCCC4)ccc3C2=O)cc1OC
#60 CN1CCN(Cc2ccc(NC(=O)c3cncc(C#Cc4cnc5cccnn45)c3)cc2C(F)(F)F)CC1
#61 CCn1c(SCC(=O)N/N=C/c2ccc(Cl)cc2)nc2c1c(=O)n(C)c(=O)n2C
#62 NC(CCCC(N)C(=O)c1ccccc1)C(=O)O (stereo not given)
#63 COc1cc(-c2c(-c3ccccc3)c[nH]c2C(=O)NCCCO)c(OC)c2c1OCO2
#64 CN(Cc1cnc2nc(N)nc(N)c2n1)c1ccc(C(=O)N[C@@H](CCc2nn[nH]n2)C(=O)O)cc1

screen / no.	57	58	59	60	61	62	63	64
TK-10	43	138	89	-4.3*	106	87	99	47
OVCAR-4	54	86	89	-22*	101	97	107	84
786-0	61	91	89	6.5*	100	102	102	17
UO-31	44	113	68	0.4*	85	84	86	21
SK-OV-3	83	102	113	7.6*	112	93	96	52
OVCAR-5	110	94	95	13	98	103	100	41
IGROV1	71	357	94	5.1*	91	101	107	41
SN12C	67	88	93	3.1*	97	104	97	24

#65 CCC(C)(C)CO
#66 Cc1ccc(-n2nnc(C(=O)O)c2-c2ccncc2)cc1
#67 O=C(c1cc(NCc2cc(O)ccc2O)ccc1O)N1CCCCC1
#68 O=C1CCCCC1CO (stereo not given)
#69 Cc1nn(-c2ccccc2)cc1/C=C1\SC(=S)NC1=O
#70 COc1cc(Br)cc(C=O)c1O
#71 CCCSc1nc(-c2ccc(F)cc2)cc(-c2ccco2)n1
#72 CCN1C(=S)N(CC)C2C1N=C(SC)N2/N=C/C=C/c1ccccc1[N+](=O)[O-] (stereo not given)

screen / no.	65	66	67	68	69	70	71	72
TK-10	94	96	119	101	94	114	113	125
OVCAR-4	99	101	112	118	.	126	110	84
786-0	90	98	113	102	77	104	100	101
UO-31	86	89	98	92	60	83	86	95
SK-OV-3	104	91	109	110	99	108	104	109
OVCAR-5	84	100	115	85	96	100	.	98
IGROV1	87	110	120	105	94	108	105	106
SN12C	97	99	99	95	83	107	93	92

Nos. 53–69 from above:
#53 O=C1/C(=C/c2cc(Cl)cc(Cl)c2)Cc2c(F)cc(Br)cc21
#54 COc1ccc(-c2nc(SCC(C)C)nc(N3CCCCC3)c2C#N)cc1
#55 COc1cc(-c2cn(-c3ccc(Cl)c(Cl)c3)c(=O)n2C(C)=O)cc(OC)c1OC
#56 CN(C)C(=O)OCc1ccc2c(Cl)cc(Cl)c(O)c2n1
#57 COc1ncnc2c(-c3ccccc3)cn(COCc3ccccc3)c12
#58 N#C/C(=C\c1c(Cl)cccc1Cl)c1nc2ccccc2[nH]1
#59 COc1ccc(/C=C2\Oc3cc(OCCCN4CCCCC4)ccc3C2=O)cc1OC
#60 CN1CCN(Cc2ccc(NC(=O)c3cncc(C#Cc4cnc5cccnn45)c3)cc2C(F)(F)F)CC1
#61 CCn1c(SCC(=O)N/N=C/c2ccc(Cl)cc2)nc2c1c(=O)n(C)c(=O)n2C
#62 NC(CCCC(N)C(=O)c1ccccc1)C(=O)O (stereo not given)

screen / no.	53	54	55	56	57	58	59	60	61	62
TK-10	118	92	94	64	43	138	89	-4.3*	106	87
OVCAR-4	101	99	58	21	54	86	89	-22*	101	97
786-0	103	94	57	49	61	91	89	6.5*	100	102
UO-31	83	94	89	27	44	113	68	0.4*	85	84
SK-OV-3	110	97	85	50	83	102	113	7.6*	112	93
OVCAR-5	100	90	66	77	110	94	95	13	98	103
IGROV1	102	113	78	41	71	357	94	5.1*	91	101
SN12C	103	100	85	37	67	88	93	3.1*	97	104

#63 COc1cc(-c2c(-c3ccccc3)c[nH]c2C(=O)NCCCO)c(OC)c2c1OCO2
#64 CN(Cc1cnc2nc(N)nc(N)c2n1)c1ccc(C(=O)N[C@@H](CCc2nn[nH]n2)C(=O)O)cc1
#65 CCC(C)(C)CO
#66 Cc1ccc(-n2nnc(C(=O)O)c2-c2ccncc2)cc1
#67 O=C(c1cc(NCc2cc(O)ccc2O)ccc1O)N1CCCCC1
#68 O=C1CCCCC1CO (stereo not given)
#69 Cc1nn(-c2ccccc2)cc1/C=C1\SC(=S)NC1=O

screen / no.	63	64	65	66	67	68	69
TK-10	99	47	94	96	119	101	94
OVCAR-4	107	84	99	101	112	118	.
786-0	102	17	90	98	113	102	77
UO-31	86	21	86	89	98	92	60
SK-OV-3	96	52	104	91	109	110	99
OVCAR-5	100	41	84	100	115	85	96
IGROV1	107	41	87	110	120	105	94
SN12C	97	24	97	99	99	95	83

Going on with the list.
#73 FC(F)(F)c1cccc(/C=C/c2nn3c(-c4ccc(Br)cc4)nnc3s2)c1
#74 CCOC(=O)C1=C(C)NC(=O)NC1c1ccc(OCc2cn(-c3ccc(C(=O)O)cc3)nn2)c(OC)c1 (stereo not given)
#75 CCCCCCCC(=O)OCC/C=C/C1OC1C1OC(=O)/C=C\C=C\C(=O)N(C(C)=O)C(=O)/C=C(/C)CCC2OC2C1OC(=O)NC(C)=O (stereo not given)
#76 CC(C)c1ccc(/C=N\N(C)C)cc1
#77 N#CCCN(CCC#N)Cc1cc(-c2ccccc2)ccc1O
#78 CC(=O)OCC(=O)C1(O)CCC2C3CC(C)C4=CC(=O)C=CC4(C)C3=CCC21C (stereo not given)

screen / no.	73	74	75	76	77	78
TK-10	147	103	38	104	110	107
OVCAR-4	101	118	97	123	103	96
786-0	99	99	21	109	98	104
UO-31	79	86	69	88	85	68
SK-OV-3	112	105	96	96	98	91
OVCAR-5	104	106	79	111	109	94
IGROV1	95	99	63	107	108	102
SN12C	93	92	63	84	98	84

Assay outcomes deposited in PubChem BioAssay by NCI.

The order is random. About 8.7% of those tested had a hit in this group.
